Source: PubChem BioAssay (Vanderbilt High Throughput Screening Facility)
Cav32 inh: inhibitors of human Cav3.2 T-type calcium channel; O95180; Cav3.2-expressing cells, Fluo-4 calcium fluorescence FDSS; hits give low values; B-score at 10 µM; 100,000 compounds, 4% hits;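 active = single-dose well whose peak fluorescence ratio is a statistical outlier from its plate by either plate-standardised score or position-corrected B-score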
Target sequence (O95180 whole entry, looked up): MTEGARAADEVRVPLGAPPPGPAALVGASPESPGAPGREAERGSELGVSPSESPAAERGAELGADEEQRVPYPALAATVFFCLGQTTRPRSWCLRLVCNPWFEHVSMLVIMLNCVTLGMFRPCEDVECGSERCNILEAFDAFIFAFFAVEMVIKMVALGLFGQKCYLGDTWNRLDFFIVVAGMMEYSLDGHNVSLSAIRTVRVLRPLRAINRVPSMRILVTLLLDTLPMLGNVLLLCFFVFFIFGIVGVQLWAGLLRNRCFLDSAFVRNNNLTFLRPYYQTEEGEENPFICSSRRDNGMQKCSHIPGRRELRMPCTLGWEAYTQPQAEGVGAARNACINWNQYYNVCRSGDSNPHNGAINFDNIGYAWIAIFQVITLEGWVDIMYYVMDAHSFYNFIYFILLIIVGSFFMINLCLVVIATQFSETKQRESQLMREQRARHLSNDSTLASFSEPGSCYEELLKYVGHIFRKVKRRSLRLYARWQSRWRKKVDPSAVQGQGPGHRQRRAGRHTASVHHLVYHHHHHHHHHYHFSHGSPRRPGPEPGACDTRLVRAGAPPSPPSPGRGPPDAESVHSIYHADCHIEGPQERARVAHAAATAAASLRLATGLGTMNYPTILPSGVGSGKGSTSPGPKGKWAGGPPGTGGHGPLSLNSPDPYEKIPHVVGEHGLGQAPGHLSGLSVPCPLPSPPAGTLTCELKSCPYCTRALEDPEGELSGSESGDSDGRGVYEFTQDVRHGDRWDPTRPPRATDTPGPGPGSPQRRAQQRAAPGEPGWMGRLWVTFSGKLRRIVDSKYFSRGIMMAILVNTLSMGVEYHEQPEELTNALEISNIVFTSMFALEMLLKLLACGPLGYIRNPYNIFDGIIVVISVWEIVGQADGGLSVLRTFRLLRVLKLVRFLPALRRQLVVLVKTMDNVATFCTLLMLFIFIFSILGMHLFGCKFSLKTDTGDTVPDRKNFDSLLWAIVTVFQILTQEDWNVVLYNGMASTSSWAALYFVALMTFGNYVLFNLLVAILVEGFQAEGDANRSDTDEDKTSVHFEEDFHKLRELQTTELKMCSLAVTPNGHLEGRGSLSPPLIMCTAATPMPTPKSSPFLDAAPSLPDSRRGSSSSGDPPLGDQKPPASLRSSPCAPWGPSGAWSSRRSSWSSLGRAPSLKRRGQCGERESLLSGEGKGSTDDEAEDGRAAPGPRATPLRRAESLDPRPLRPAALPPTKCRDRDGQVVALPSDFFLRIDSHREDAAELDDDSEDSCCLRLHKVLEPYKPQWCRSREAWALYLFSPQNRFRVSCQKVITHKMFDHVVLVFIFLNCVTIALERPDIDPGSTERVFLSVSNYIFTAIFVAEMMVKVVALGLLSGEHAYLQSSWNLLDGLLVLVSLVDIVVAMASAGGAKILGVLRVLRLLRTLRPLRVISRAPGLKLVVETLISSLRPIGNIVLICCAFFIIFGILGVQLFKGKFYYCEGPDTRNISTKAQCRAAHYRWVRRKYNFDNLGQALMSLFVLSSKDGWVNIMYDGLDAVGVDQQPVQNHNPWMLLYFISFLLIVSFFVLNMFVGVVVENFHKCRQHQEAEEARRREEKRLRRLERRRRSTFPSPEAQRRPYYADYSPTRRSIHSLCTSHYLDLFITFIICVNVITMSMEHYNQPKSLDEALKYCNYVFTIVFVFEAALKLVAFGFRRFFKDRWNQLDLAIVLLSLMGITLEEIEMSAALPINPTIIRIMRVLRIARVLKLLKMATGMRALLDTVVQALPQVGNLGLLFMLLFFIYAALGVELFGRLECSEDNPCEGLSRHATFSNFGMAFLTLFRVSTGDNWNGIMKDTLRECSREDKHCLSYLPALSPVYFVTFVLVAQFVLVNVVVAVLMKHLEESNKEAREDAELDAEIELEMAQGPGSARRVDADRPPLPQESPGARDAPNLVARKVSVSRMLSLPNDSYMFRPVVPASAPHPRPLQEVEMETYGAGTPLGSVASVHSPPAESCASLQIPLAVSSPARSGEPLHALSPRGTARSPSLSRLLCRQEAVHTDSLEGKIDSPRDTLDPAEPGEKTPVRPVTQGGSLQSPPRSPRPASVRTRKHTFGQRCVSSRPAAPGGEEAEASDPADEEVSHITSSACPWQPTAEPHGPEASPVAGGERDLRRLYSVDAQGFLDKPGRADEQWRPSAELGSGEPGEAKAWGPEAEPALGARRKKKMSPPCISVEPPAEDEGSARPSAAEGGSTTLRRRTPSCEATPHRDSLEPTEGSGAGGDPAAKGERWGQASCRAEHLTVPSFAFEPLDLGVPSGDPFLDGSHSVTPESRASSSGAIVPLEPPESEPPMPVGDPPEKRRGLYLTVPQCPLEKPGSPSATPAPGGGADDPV
An asterisk follows results filed as active; & = joins results of further samples. This is a subset; rates above refer to the full screens.

Cav32 inh | Structure
0.84 | CN(C)c1ccnc(Oc2ccc(F)cc2)c1C#N
0.21 | C/C(CC(=O)Nc1ccccc1C)=N\NC(=O)Cc1csc(N)n1
0.95 | O=C(Nc1cnc2ccccc2c1)N1CCCCC1
-0.61 | CCOc1ccc(-c2cc(CCCC(=O)NCCc3ccc(OC)c(OC)c3OC)no2)cc1
-3.9* | COC(=O)C1=C(CN2CCCc3ccccc32)NC(=O)NC1c1ccc(F)cc1 (stereo not given)
0.029 | CC(=O)OC1c2ccccc2C(=O)N1Cc1ccccc1 (stereo not given)
-3.2 | CCCCNC(=O)C1CCN(Cc2ccc(OCc3ccccc3)cc2)CC1
0.057 | Cc1ccc(NS(C)(=O)=O)c(C(=O)c2ccccc2)c1
3.3* | COc1ccc(NC(=O)C2CCCN(c3c4c(nc5ncnn35)CCC4)C2)cc1OC (stereo not given)
0.51 | O=S(=O)(/N=C/c1ccccc1O)c1cccs1
0.68 | COC(=O)CSc1nnc([C@H](Cc2ccccc2)NC(=O)OC(C)(C)C)o1
0.18 | CCCCC(=O)NC(NC(=S)N1CCOCC1)C(Cl)(Cl)Cl (stereo not given)
-1.2 | CCn1nnnc1SCC(=O)N1c2ccccc2Sc2ccccc21
-0.079 | CC(C)(C)c1ccc(-c2noc(CCC(=O)NCC3CCCO3)n2)cc1 (stereo not given)
0.24 | CCc1c(C#N)c(N)nc(SCC(=O)OCc2ccccc2)c1C#N
-3.6 | COc1ccc(S(=O)(=O)Nc2ccc3c(c2)OCCO3)cc1Cl
1.3 | Cc1cc(C)n2nc(S(=O)(=O)NCCc3ccccc3)nc2n1
-1.9 | Cc1ccc(NC(=O)N(C2=NCC(C)S2)c2ccccc2)cc1 (stereo not given)
-0.075 | O=C(CCS(=O)NCc1ccccc1)NCc1ccccc1 (stereo not given)
0.38 | O=C(N/N=C/c1c[nH]c2ccccc12)c1cc(-c2ccc(-c3ccccc3)cc2)n[nH]1
0.05 | CCC(=O)OC1(C)C(=O)C=C2C=C(CCCC(=O)OC)OC=C2C1=O (stereo not given)
-5.5* | O=C(COC(=O)C1CC2C=CC1C2)Nc1ccc2c(c1)OC(F)(F)O2 (stereo not given)
-6.1* | CCOC(=O)c1ccc(NC(=O)NC2CC3CCC(C2)N3Cc2nnnn2Cc2ccco2)cc1 (stereo not given)
-0.12 | Cc1ccc(O)c(-c2cc(C(F)(F)C(F)F)nc(-c3ccccc3)n2)c1
-5.8* | COc1ccccc1-c1nnc(NC(=O)c2ccc(S(=O)(=O)N(C)Cc3ccccc3)cc2)o1
-1.4 | COc1ccc(CCNc2oc(Cc3cccc4ccccc34)nc2C#N)cc1OC
0.0047 | CCCCCNC(=O)CN(c1ccc2c(c1)OCO2)S(C)(=O)=O
-0.32 | Cc1c(C(=O)N2CCOCC2)[nH]c2ccc(OCc3ccccc3)cc12
0.3 | CCCOc1ccccc1Nc1nnc(C)c(=O)[nH]1
-0.038 | CCOC(=O)N1CCN(C(=O)c2ccc(CS(=O)(=O)c3c(Cl)cccc3Cl)o2)CC1
0.86 | Cc1ccc(-c2nnnn2CS(=O)(=O)c2ccccc2)cc1
-1.1 | O=C(Nc1ccc(Cl)cn1)c1cccc(F)c1
-0.67 | S=C(NCc1ccc(Cl)cc1)NC12CC3CC(CC(C3)C1)C2
-0.007 | O=C(NCn1cnccc1=O)c1ccccc1
0.58 | CCc1nnc(NC(=O)Cn2c(=O)oc3ccccc32)s1
-0.042 | Cn1c(=O)c(=O)n(C)c2cc(S(=O)(=O)N3CCN(C4CCCCC4)CC3)ccc21
0.21 | CC(C)(C)NC(=O)CSc1nnc(-c2ccncc2)n1Cc1ccccc1
-0.13 | CCOC(=O)Cn1nnc2c(sc3nc4c(c(-c5ccccc5)c32)CCC4)c1=O
-2.2 | CC(C)(C)C(=O)Nc1nnc(SCc2ccc(F)cc2)s1
-1.1 | Cc1cccc(NC(=O)Cc2ccc(F)cc2)c1
-0.016 | Cc1ccc(OCCn2cc(Br)c(=O)[nH]c2=O)cc1
0.074 | Cc1nnc(NC(=O)CSc2ccccn2)s1
0.61 | COC(=O)C1=C(C)N(Cc2ccc(C)cc2)C(=O)/C1=C\c1ccc(O)c(OC)c1
-3.6 | CCCCNC(=O)Nc1cc(C(=O)OC)ccc1Cl
-0.22 | CCOC(=O)C(C)Sc1nc2c([nH]c3ccccc32)c(=O)n1C (stereo not given)
-2.2 | NC(=O)[C@H]1CC2(CC(c3cccc(NC(=O)COc4ccc(Cl)cc4)c3)=NO2)CN1C(=O)C(c1ccccc1)c1ccccc1 (stereo not given in full)
-1.9 | N#C/C(=C\c1ccccc1Cl)C(=O)NC(=O)Oc1ccccc1
-0.5 | CCOc1ccccc1NC(=O)CSc1nnc(CNC(=O)COc2ccc(Cl)cc2)o1
-6.9* | Cc1ccc(C)c(N2CCN(C(=O)CC3Sc4ccccc4NC3=O)CC2)c1 (stereo not given)
0.47 | Cc1csc(SCC(=O)c2ccc(S(=O)(=O)N3CCOCC3)cc2)n1

Quoted at random: two compounds from above
Cav32 inh | Structure
0.3 | CCCOc1ccccc1Nc1nnc(C)c(=O)[nH]1
-0.016 | Cc1ccc(OCCn2cc(Br)c(=O)[nH]c2=O)cc1

New compounds follow
Cav32 inh | Structure
0.86 | COc1ccc(N(CC(=O)NCc2ccc3c(c2)OCO3)S(=O)(=O)c2c(C)nn(C)c2C)cc1
0.018 | Cc1cc(C)n(/N=C\c2c(O)ccc3ccccc23)c(=O)c1C(N)=O
-0.069 | CCC(C)(C)NC(=O)C(c1ccc(C)o1)N(C(=O)c1csnn1)c1cccc(F)c1 (stereo not given)
-0.27 | O=C(c1cncc(Br)c1)N1CCc2ccccc2C1
0.92 | Cc1nc2c(sc3nc4c(cc32)COC(C)(C)C4)c(=O)o1
-0.13 | COc1ccc(-c2cc(-c3ccccc3O)[nH]n2)cc1
1.1 | CCOC(=O)C1=C(C)Nc2ccccc2N=C1NC(=O)c1cccc(S(=O)(=O)N(C)C)c1
-0.29 | COC(=O)/C(=C\Nc1ccc(Cl)c2ccccc12)c1ncc(C(F)(F)F)cc1Cl
-0.06 | Oc1ccccc1-c1nc(NCc2ccco2)c2ccccc2n1
0.66 | O=C(NCCSc1ccccc1)c1ccco1
-0.33 | CCN(CC(=O)Nc1ccccc1C(=O)OC)S(=O)(=O)c1ccc(OC)cc1
0.7 | O=C(NC1CC1)C1=C[C@@H](c2ccccc2)C[C@@H](OCCCCO)O1
1.1 | CCCCC(=O)Nc1ccc(N2CCN(S(C)(=O)=O)CC2)cc1
0.0053 | COc1cc(OC)cc(C(=O)Nc2ccc(-n3cnnn3)c(C)c2)c1
0.45 | O=C(CN1C(=O)NC(Cc2ccccc2)C1=O)Nc1ccccc1 (stereo not given)
0.31 | Cc1nc2c(o1)CCc1ccccc1C2N1CCN(C)CC1 (stereo not given)
-0.43 | O=C(CN1CCC(n2nnc3cc(C(F)(F)F)ccc32)CC1)Nc1ccc2c(c1)CCC2
-0.78 | COCCCN1C(=O)c2ccc(C(=O)Nc3cccc(OC)c3)cc2C1=O
3.1 | CCN(CC)S(=O)(=O)c1cccc(-c2nnc(SCC(=O)NC)n2CCc2ccccc2)c1
0.73 | CCOC(=O)c1[nH]c2cc3c(cc2c1NC(=O)CN1CCC2(CC1)OCCO2)OCO3
-0.068 | Cn1c(C(=O)NCCCN2CCN(c3ccccc3F)CC2)cc2c(=O)[nH]c3ccccc3c21
1.1 | COC(=O)Cc1c(C)nc2nc(NCc3cccc([N+](=O)[O-])c3)[nH]n2c1=O
-0.055 | CC(NC(=O)c1cccc(F)c1)C(c1cccs1)N1CCN(C)CC1 (stereo not given)
-1.5 | O=S(=O)(c1ccc(Cl)c(Cl)c1)c1snnc1-c1ccccc1
-6.5* | CCCNC(=O)c1c(N)n(-c2cc(OC)cc(OC)c2)c2nc3ccccc3nc12

Next section; it opens with the two that closed the last part.
Cav32 inh | Structure
-1.5 | O=S(=O)(c1ccc(Cl)c(Cl)c1)c1snnc1-c1ccccc1
-6.5* | CCCNC(=O)c1c(N)n(-c2cc(OC)cc(OC)c2)c2nc3ccccc3nc12
0.21 | CNc1nnc(-c2ccncc2)s1
1.1 | COCC(=O)N(Cc1cc2ccc(C)cc2[nH]c1=O)c1ccc(OC)cc1
-0.45 | O=C1c2cccc(O)c2C(=O)c2c(O)cccc21
0.59 | O=C(CSc1nnc(Cc2ccccc2)o1)NC1CCCCC1
0.038 | CCC(C)(C)NC(=O)Cc1ccccc1OC
0.73 | CCOc1cccc(OCCOCCN(C)Cc2ccccc2)c1
-0.21 | CCOC(=O)CN1CC23C=CC(O2)C(C(=O)Nc2ccc(OC)cc2OC)C3C1=O (stereo not given)
0.3 | COC(=O)c1cccc(NC(=O)c2cccs2)c1C
-4 | CN1Cc2c(N3CCOCC3)nc(SCc3ccccc3)c(C#N)c2CC1(C)C
-2.2 | CO/N=C/NC(=O)N1OC[C@@H]2COc3ccc4ccccc4c3[C@@H]21
0.001 | COc1ccc(-c2cc(N)n(S(=O)(=O)c3ccc(C)cc3)n2)c(OC)c1
0.13 | C/C(NC1CCCCC1)=C(/C#N)C(=O)NCCN1CCOCC1
0.15 | CCc1ccc2[nH]c(=O)c(CN(CCCN3CCOCC3)C(=O)Nc3ccc(F)cc3)cc2c1
0.63 | CN(C)CCCNC(=O)CCc1nc2ccccc2c(=O)[nH]1
0.067 | Cc1ccc(N(CC(=O)NC2CCCCCC2)S(=O)(=O)c2c(C)nn(C)c2C)cc1
-0.96 | O=C(Nc1nc2c(s1)CCCC2)C1CCCN1C(=O)c1cccs1 (stereo not given)
-0.31 | CCc1ccc2[nH]c(O)c(N=Nc3nc(-c4ccccc4)cs3)c2c1
-0.23 | Cn1ccnc1SCC(=O)Nc1ccc2c(c1)COC2=O
0.64 | O=C1CC(N2CCN(C(c3ccccc3)c3ccccc3)CC2)C(=O)N1 (stereo not given)
-0.87 | Cc1ccc(S(=O)(=O)N2CCC(=O)N(CCOC(=O)Nc3ccc(C)c(C)c3)CC2)cc1
0.18 | O=S(=O)(c1ccccc1)N1CCN(c2nc3ccccc3s2)CC1
-0.31 | Cc1ccc(C(=O)NCc2ccc(Cl)c(Cl)c2)o1
-0.29 | COc1cccc(/C=N/NC(=O)c2ccc(COc3ccc(Cl)cc3Cl)o2)c1
0.85 | Cc1ccc(S(=O)(=O)NC(CC(=O)NCc2ccco2)c2ccco2)cc1 (stereo not given)
0.32 | COc1ccc(S(=O)(=O)Nc2cc3c4c(oc3c3ccccc23)CC(C)(C)CC4=O)cc1

The list goes on; the last seven above are carried over.
Cav32 inh | Structure
0.64 | O=C1CC(N2CCN(C(c3ccccc3)c3ccccc3)CC2)C(=O)N1 (stereo not given)
-0.87 | Cc1ccc(S(=O)(=O)N2CCC(=O)N(CCOC(=O)Nc3ccc(C)c(C)c3)CC2)cc1
0.18 | O=S(=O)(c1ccccc1)N1CCN(c2nc3ccccc3s2)CC1
-0.31 | Cc1ccc(C(=O)NCc2ccc(Cl)c(Cl)c2)o1
-0.29 | COc1cccc(/C=N/NC(=O)c2ccc(COc3ccc(Cl)cc3Cl)o2)c1
0.85 | Cc1ccc(S(=O)(=O)NC(CC(=O)NCc2ccco2)c2ccco2)cc1 (stereo not given)
0.32 | COc1ccc(S(=O)(=O)Nc2cc3c4c(oc3c3ccccc23)CC(C)(C)CC4=O)cc1
1 | O=C(NCc1ccccc1)NC1(C(=O)N2CCN(c3ncccn3)CC2)CCCCC1
-0.087 | CCOC(=O)c1ccc(C(=O)OCC)nc1
0.59 | CSc1nc2c(c(=O)[nH]1)C(c1cccs1)C1=C(CCCC1=O)N2 (stereo not given)
1.1 | CN1OC2C(=O)N(c3ccccc3)C(=O)C2C1c1ccc(F)cc1 (stereo not given)
-0.51 | CC1CCN(C(=O)CN(C2CCCCC2)S(C)(=O)=O)CC1
0.14 | C=CCc1c(O)nc(SCC(=O)c2ccccc2)[nH]c1=O
0.26 | O=C(NCc1ccccn1)c1ccc(N2CCCC2=O)cc1
0.13 | Cc1ccc(CSc2nncn2-c2ccccn2)cc1
1.1 | COC(=O)c1ccc(CSc2nncn2C)cc1
-0.052 | CCOC(=O)c1c(NC(=O)C2c3ccccc3Oc3ccccc32)sc(C(=O)N(CC)CC)c1C
-1.3 | COC(=O)c1ccc(NC(=O)CCN2CCN(c3ccccc3)CC2)cc1
-0.14 | CCOc1ccc(NC(=O)c2ccc(OC)cc2)cc1
-1.3&1.2 | COc1cc(Cc2cnc(N)nc2N)cc(OC)c1OC
-6.6* | COC(=O)C(C)N(C(=O)c1ccc(Cl)cc1)c1c(C)cccc1C (stereo not given)
-1.4 | c1ccc(-c2onc3cc4c(cc23)OCCO4)cc1
-2.3 | CCOC(=O)COc1c(OC)cc(Cl)cc1C1Nc2ccccc2C(=O)N1c1ccccc1 (stereo not given)
0.45 | COC(=O)c1ccccc1N(Cc1ccccc1)S(C)(=O)=O
-0.88 | Nc1c(S(=O)(=O)c2cccs2)c2nc3ccccc3nc2n1Cc1ccc2c(c1)OCO2
0.018 | COc1cccc(/C=N/Nc2nc(N3CCCC3)nc(N3CCCC3)n2)c1O
-0.055 | NS(=O)(=O)c1ccc(CNC(=O)C2CCCCC2)cc1
0.87 | CC1=C(C)[N+](=O)C2CCCCC2N1[O-] (stereo not given)
0.082 | C[C@@H]1C[C@H]2[C@@H]3CCC4=CC(=O)C=C[C@]4(C)[C@@]3(F)[C@@H](O)C[C@]2(C)[C@H]1C(=O)CO
0.66 | O=C(Nc1ccc(Cl)c(Cl)c1)Oc1ccc(NC(=O)c2ccco2)cc1
1.2 | CCNc1cc2n(c(=O)n1)CCc1cc(OC)c(OC)cc1-2
0.95 | O=S(=O)(NCc1ccccn1)c1ccccc1
-0.16 | NC(=O)[C@H]1CC2(CC(c3cccc(NC(=O)[C@H]4CCC(=O)N4)c3)=NO2)CN1C(=O)c1ccccc1C(=O)c1ccccc1 (stereo not given in full)
-2.2 | CCn1ncc(Br)c1C(=O)Nc1ccc(C(=O)OC(C)C)cc1
-0.82 | Cc1cc(C)cc(NC(=O)CCN2CC(C)OC(C)C2)c1 (stereo not given)
0.87 | COc1ccc(N2CCN(C3CC(=O)N(C)C3=O)CC2)cc1 (stereo not given)
1.4 | c1ccc(-c2nnc3n2CCCC3)cc1
0.49 | CCOC(=O)Cc1c(C)nc2c(-c3ccccc3OC)c(C)nn2c1C
-0.45 | c1ccc2c(c1)oc1c(NCCCn3ccnc3)ncnc12
-1.8 | Cc1cccc(NC(=S)/N=C(\N)Nc2nc(C)c3ccc(C)cc3n2)c1
